Bioassay records (PubChem)
GLP1R cytotox: qHTS of GLP-1 Receptor Inverse Agonists: Cytotox Screen. HEK293 cAMP-luciferase reporter cells, luminescence, 24 h. Potency, µM (doses to about 38.3 µM), without a hit: at the top dose activity change, negative = inhibition, actives largely listed as inhibitors. 410,000 compounds, 0.13% hits. AID 624418, 2012;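 further: loss of luciferase light is scored as toxicity; potency means the concentration at half of the fitted maximal effect; on the % scale 0 is the no-effect control and ±100 the full control effect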
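Here, cytotoxicity is scored as loss of luminescence. The MLSMR collection was tested on cells seeded in medium containing 10% Nu serum, with a 24 hr compound exposure preceded by 12 hours of culture.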
HT1080NT lethal: qHTS for induction of synthetic lethality in tumor cells producing 2HG: qHTS for the HT-1080-NT fibrosarcoma cell line; HT-1080-NT fibrosarcoma viability, CellTiter-Glo ATP luminescence, 48 h; Potency, µM (highest dose often 46.1 µM), without a hit: at the highest dose activity, negative = less viability, actives largely listed as cytotoxic; 360,000 compounds, 1.6% hits; AID 686970, 2013;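 further: NT is the 2HG producing partner of a matched IDH1 knockdown line; potency means the concentration at half of the fitted maximal effect; 0% = DMSO-treated cells and -100% = media-only wells without cells; nearly all actives have a fitted effect of over 55% in size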
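Viability by CellTiter-Glo luminescence after 48 h compound exposure at 37C of HT-1080-NT cells (750/well, RPMI, 5% FBS). % activity scaled between DMSO wells and medium-only wells, then curve-fitted and categorized by curve class.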
SW480 rereplic: A quantitative high throughput screen for small molecules that induce DNA re-replication in SW480 colon adenocarcinoma cells | Potency, µM (top dose mostly 46.1 µM), for the others: at the highest dose re-replication activation, usual class: activators | 340,000 compounds, 1.8% hits | SW480 DNA re-replication, Hoechst DNA content imaging, 48 h; further: potency means the concentration at half of the fitted maximal effect; % of control where 0% means no effect; nearly all actives have a fitted effect of over 55% in size
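250 cells/well; 23 nL cpd via pin tool; 48 hr, 37 C, 5% CO2; Hoechst 40 min; imager read of total nuclear intensity, ex 405/em 500-530 nm.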
D3 ag: qHTS of D3 Dopamine Receptor Agonist: qHTS; max activation, %; 410,000 compounds, 0.58% hits; AID 652048, 2013; D3R DiscoveRx beta-arrestin cells, luminescence, 90 min; in the data active means max activation above about 30%; further: 0% is about no effect; mostly tested at two doses, the higher about 12 µM
Target sequence (P35462 whole entry, looked up): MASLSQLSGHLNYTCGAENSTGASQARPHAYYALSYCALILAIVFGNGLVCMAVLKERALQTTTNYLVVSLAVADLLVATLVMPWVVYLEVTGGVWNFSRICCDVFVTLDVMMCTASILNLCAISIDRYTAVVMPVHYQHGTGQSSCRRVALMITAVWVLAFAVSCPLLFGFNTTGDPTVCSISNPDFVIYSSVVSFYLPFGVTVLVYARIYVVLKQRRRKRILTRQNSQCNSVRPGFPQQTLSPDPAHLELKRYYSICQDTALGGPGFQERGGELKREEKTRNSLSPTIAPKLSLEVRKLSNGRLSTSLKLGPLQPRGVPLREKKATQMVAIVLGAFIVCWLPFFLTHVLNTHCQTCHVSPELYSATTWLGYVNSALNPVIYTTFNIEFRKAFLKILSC
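Agonist mode: compounds and dopamine controls were applied to plated cells for 90 min at 37 degrees C after an overnight attachment at 1500 cells/well. Luminescent read-out followed 30 - 60 minutes at room temperature with DiscoveRx detection reagent.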
KB-V1 MDR tox: qHTS assay for MDR1-selective chemotherapeutics: Primary screen using the drug-selected MDR subline cells KB-V1 | KB-V1 MDR cells viability, CellTiter-Glo, 72 h | Potency, µM (top dose mostly 46.1 µM), without a hit: at the top dose activity change, negative = cytotoxicity, hits mostly cytotoxic | 400,000 compounds, 3.4% hits; further: potency means the concentration at half of the fitted maximal effect; on the % scale 0 is the no-effect control and ±100 the full control effect; nearly all actives have a fitted effect of over 60% in size
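Potencies derive from concentration-effect curves fitted to normalized luminescence (CellTiter-Glo) of KB-V1 cells treated for 72 h at 37 degrees C in phenol-red-free DMEM containing 10% FBS.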
IL1B secr inh: qHTS for Inhibitors of Inflammasome Signaling: IL-1-beta AlphaLISA Primary Screen; AID 743279, 2014; THP-1 LPS/ATP IL-1B secretion, AlphaLISA, 16 h; active compounds read low; 360,000 compounds, 4.7% hits; activity change, % at 57.5 µM; in the data active means activity change below about -50%; inconclusive means mostly about -30% to -49%; further: on the % scale 0 is the no-effect control and ±100 the full control effect
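Secreted IL-1B measured by AlphaLISA bead assay after 16 h compound exposure of THP-1 cells; compounds (final up to 57.5 uM) added 1 h before LPS (250 ng/mL) and ATP (1.25 mM) stimulation; lower signal means less secretion.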
HT1080 IDH1KD tx: qHTS for induction of synthetic lethality in tumor cells producing 2HG: qHTS for the HT-1080-IDH1KD cell line; HT-1080 IDH1 knockdown viability, ATP luminescence, 48 h; Potency, µM (doses to about 46.1 µM), for inactives: at the top dose activity, negative = toxicity, actives largely listed as cytotoxic; 360,000 compounds, 2% hits;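 further: potency means the concentration at half of the fitted maximal effect; 0% = DMSO wells and -100% = cell-free medium wells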
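IDH1KD HT-1080 cells, 750/well, RPMI + 5% FBS; compound pinned after 2 h settling; 48 h, 37 °C; CellTiter-Glo luminescence; % activity normalised to DMSO and no-cell wells; curves fitted, classed by r2 and efficacy.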
MCF10A rerep: A quantitative high throughput screen for small molecules that induce DNA re-replication in MCF 10a normal breast cells; Potency, µM (doses to about 46.1 µM), for inactives: at the top dose activity, positive = re-replication, usual class: activators; MCF 10A DNA re-replication, Hoechst nuclear intensity, 48 h; AID 624296, 2012; 350,000 compounds, 2.9% hits; further: potency means the concentration at half of the fitted maximal effect; % of control where 0% means no effect; nearly all actives have a fitted effect of over 50% in size
KB-3-1 cytotox: qHTS assay for MDR1-selective chemotherapeutics: Primary screen using the parental adenocarcinoma cell KB-3-1; KB-3-1 viability, CellTiter-Glo ATP luminescence, 72 h; Potency, µM (highest dose often 46.1 µM), for the others: at the top dose activity change, negative = cytotoxic, usual class: cytotoxic; 400,000 compounds, 1.4% hits; AID 1347075, 2019; further: potency means the concentration at half of the fitted maximal effect; on the % scale 0 is the no-effect control and ±100 the full control effect; nearly all actives have a fitted effect of over 60% in size
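Cytotoxicity measured as CellTiter-Glo luminescence after 72 h at 37 C. Compound titrations were pinned onto drug-naive KB-3-1 parental adenocarcinoma cells grown in DMEM with 10% FBS, and normalized data fitted to concentration-response curves.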
Starred values were filed as active, the others as inactive; ? = inconclusive; / = not tested or not shown; [ ] = remark or other dose. Unless noted, the call rests on the fitted dose curve; in most records, active means well fitted curve in the direction sought with a large enough effect; inconclusive means small, poorly fitted or top-dose-only effect, or another doubt; inactive means no such curve, though single readings can be large; an effect the other way counts as inactive or inconclusive.

Values in the order – HT1080 IDH1KD tx | SW480 rereplic | D3 ag | GLP1R cytotox | IL1B secr inh | MCF10A rerep | KB-3-1 cytotox | HT1080NT lethal | KB-V1 MDR tox
> CN(C)S(=O)(=O)c1cccc(C(=O)N2CCN(Cc3ccccc3)CC2)c1
  0.1% | -7.2% | -4.3 | -9.1% | -13.5 | 0.8% | 6.7% | 7.5% | ?
> CC(=O)Nc1ccc(S(=O)(=O)Nc2nc3ccccc3nc2-n2ccc(=NC(=O)c3ccccc3)cc2)cc1
  16.2% | -16.7% | -13.2 | -1.5% | 3.4 | -6.6% | -4.4% | 19.3% | 10.5%
> COc1ccc(N2CCN(CCCNC(=O)C(=O)c3c(C)[nH]c4ccccc34)CC2)cc1
  -24.8% | -21.5% | -13.9 | -1.1% | -12.5 | -5.0% | ? | -28.0% | 10.2%
> COC(=O)Cn1nc(-c2ccccc2)c2cc(Cl)ccc21
  -2.3% | -4.0% | -6.9 | -0.2% | -6.3 | -14.6% | -1.6% | 9.5% | 0.4%
> Nc1ccc(S(=O)(=O)NC2(C(F)(F)F)NC(=O)N(c3ccccc3Cl)C2=O)cc1 (stereo not drawn)
  5.7% | -1.9% | 1.7 | -13.0% | 0.1 | 2.6% | 25.0% | -1.8% | 12.1%
> CC1CCc2nc(NC(=O)CN3CCN(c4ccccc4)CC3)sc2C1 (stereo not drawn)
  -4.4% | -3.7% | -8.9 | -2.2% | 12.5 | 6.9% | -12.9% | 1.7% | -18.5%
> CC1(C)CCc2cc(S(=O)(=O)N3CCN(S(=O)(=O)c4c(F)cccc4F)CC3)ccc2O1
  / | 1.2% | / | / | / | -2.3% | 10.3% | / | 13.9%
> CCC(=O)N1CCc2cc(S(=O)(=O)CCC(=O)Nc3ccc(OC)c(OC)c3)ccc21
  7.7% | 2.7% | 3.6 | 2.4% | 3.7 | 11.3% | 10.0% | 2.6% | 0.0%
> O=C(CN1C(=O)S/C(=C\c2ccccc2)C1=O)NCCCn1ccnc1
  1.7% | -20.5% | 0.9 | 0.7% | -3.1 | 15.2% | -5.0% | 1.8% | ?
> Cc1ccc(CNC(=O)C2CCN(S(=O)(=O)c3cccs3)CC2)o1
  5.2% | -6.8% | -0.5 | 6.5% | -1.9 | 5.3% | -2.1% | 1.7% | 6.4%
> O=C(N/N=C/C=C/c1ccccc1)c1ccc(Br)cc1
  2.5% | 0.3% | -8.9 | 5.1% | -9.5 | -5.3% | 0.7% | -1.2% | 11.3%
> C#CCOCCOCCOCCNc1nc(N2CCN(C(=O)[C@H]([C@@H](C)CC)n3cc(CCCN=C(N)N)nn3)CC2)nc(N2CCN(C(=O)[C@H](Cc3ccc(O)cc3)n3cc(CCO)nn3)CC2)n1
  -0.3% | -1.6% | -13.4 | 7.9% | -5.1 | 15.6% | -5.7% | -1.0% | -1.9%
> CCOC(=O)c1c(C)[nH]c(C(=O)COC(=O)c2cccnc2Cl)c1C
  -0.1% | -5.6% | 2.7 | -7.6% | -6.3 | -2.3% | -1.4% | 13.1% | -15.2%
> COc1ccc(NC(=O)C(CCCCNC(=O)OC(C)(C)C)NC(=O)OCc2ccccc2)cc1 (stereo not drawn)
  22.8% | 0.4% | -1.7 | -2.3% | -18.5 | -0.7% | 13.8% | 22.8% | -18.7%
> Cc1ccc(C(=O)NCC(=O)OCC(=O)Nc2ccccc2[N+](=O)[O-])cc1
  21.6% | -14.7% | -1.9 | -5.8% | 19.9 | 4.5% | -5.1% | 22.6% | 0.3%
> CNc1nccc(-c2ccc(F)cc2)c1C#N
  -5.4% | 11.7% | -4.3 | 4.8% | -26.8 | -6.2% | -9.0% | 1.1% | -20.5%
> CC(=O)Nc1ccc(C(=O)NNC(=O)c2cccs2)cc1
  14.8% | -7.6% | 14.3 | -6.3% | 17.8 | 1.0% | 11.6% | 11.8% | ?
> CCC12CN3CC(C)(CN(C1)C3c1c[nH]c3ccc(OC)cc13)C2=O (stereo not drawn)
  / | / | 10.7 | -2.4% | / | / | 11.2% | / | ?
> O=C(CN1CCN(C(=S)NC2CCCC2)CC1)Nc1ccc(Oc2ccccc2)cc1
  -21.1% | 6.8% | -5.7 | 1.8% | -21.0 | ? | ? | -16.0% | -8.7%
> CCOC(=O)N1CCN(C(=O)c2ccc(C#CC3(O)CCCCC3)cc2)CC1
  8.2% | 0.7% | 5.4 | -0.9% | 23.7 | 0.9% | 4.8% | 8.1% | 3.9%
> CCC(NC(=O)CNC(=O)c1ccc2c(c1)OCO2)c1ccc(Br)cc1 (stereo not drawn)
  2.9% | -1.9% | -2.2 | 0.3% | -22.7 | 6.9% | 6.7% | 3.8% | -17.6%
> CC(NC(=O)c1ccc2c(c1)OCO2)C1CCCO1 (stereo not drawn)
  0.8% | -4.5% | -15.1 | 5.5% | -15.0 | -5.0% | -4.3% | 1.9% | -3.0%
> O=C(c1ccccc1)N1CCN(C(=O)c2ccc([N+](=O)[O-])cc2)CC1
  10.2% | -3.9% | -0.1 | -16.3% | 1.0 | ? | ? | 10.0% | -5.7%
> O=C(NCCCO)C(=O)NCC1OCCCN1S(=O)(=O)c1cccs1 (stereo not drawn)
  3.1% | -2.0% | 2.5 | -2.1% | 2.7 | 1.7% | 10.8% | 5.8% | -2.8%
> Cc1cc(O)c(Oc2cc(C)cc(O)c2O)c(O)c1
  ? | 18.4µM* | 0.7 | -8.7% | 11.7 | 30.4% | -1.4% | ? | 2.8%
> Cc1ccc(NC(=O)C(C)OC(=O)/C=C/c2ccccc2)cc1S(=O)(=O)N1CCOCC1 (stereo not drawn)
  -1.4% | -7.9% | 0.6 | -8.2% | 24.8 | 9.0% | 9.1% | -15.1% | 13.5%
> COc1cc(NC(=O)c2ccccc2[N+](=O)[O-])c(C(=O)O)cc1OC
  1.6% | -6.4% | 3.7 | -8.9% | 12.6 | 1.3% | 8.1% | 7.1% | 12.1%
> CC(=O)NC1(C(F)(F)F)C(=O)Nc2c1c(=O)[nH]c(=O)n2Cc1ccco1 (stereo not drawn)
  8.5%[9.24 µM] | -2.8% | -0.6 | 2.4% | 6.4 | -0.3% | 9.5% | 17.5% | 6.5%
> OCC(O)C(O)C(O)C(O)c1nc2ccccc2[nH]1 (stereo not drawn)
  23.4% | -0.4% | 1.8 | 8.7% | 4.9 | 9.8% | 7.8% | 5.0% | 9.2%
> Cc1ccc(-n2c(SCc3nc4ccccc4c(=O)[nH]3)nnc2-c2ccccc2O)cc1
  -17.4% | 1.0% | 0.3 | -25.7% | 0.0 | -4.8% | 0.8% | -16.0% | -4.3%
> Cc1cc2nc(-c3ccc(Cl)cc3)c(Cc3cccc(Cl)c3)n2c(C)c1Br
  -9.9% | / | 3.8 | -3.5% | 0.0 | / | 5.0% | -11.2% | 26.4%
> CC(O)(c1ccc(F)c(F)c1)c1nc(-c2cccc(F)c2)cs1 (stereo not drawn)
  ? | / | -4.9 | -5.3% | 20.5 | / | 0.0% | ? | 5.1%
> COc1ccc(OC)c(S(=O)(=O)N2CCN(Cc3ccccc3)CC2)c1
  1.8% | -2.0% | -5.0 | 2.0% | -2.1 | 1.0% | 1.9% | -1.8% | -6.2%
> Cc1cccc(-n2c(-c3ccccc3)c[nH]c2=S)c1C
  -8.4% | -8.6% | 0.5 | ? | -4.0 | -23.2% | 1.1% | -3.8% | -17.9%
> CCOC(=O)c1cc(CC)sc1NC(=O)C(c1ccccc1)c1ccccc1
  -11.4% | 12.8% | -2.3 | 18.8% | -0.8 | 15.1% | -0.1% | -0.7% | 1.2%
> OCCC1CN(Cc2cccc3nccnc23)CCN1C1CCCC1 (stereo not drawn)
  -1.4% | -26.4% | -12.5 | -1.7% | 13.9 | ? | 6.6% | 6.6% | -18.2%
> CCOc1ccccc1OCCCC(=O)Nc1cccc(S(=O)(=O)N2CCOCC2)c1
  1.0% | -15.9% | 3.1 | -0.7% | 12.6 | ? | 7.1% | -7.5%[9.24 µM] | 8.9%
> COc1ccc(C(=O)OCC(=O)N2CCC(C)CC2)cc1S(=O)(=O)N1CCOCC1
  7.2% | -7.0% | 13.7 | -0.8% | 10.8 | -0.8% | -15.5% | 11.3% | -23.5%
> Cc1cccc(-n2nnc3c(=O)n(Cc4ccccn4)cnc32)c1
  -2.5% | -10.7% | 4.6 | 1.2% | 6.5 | -0.1% | -18.6% | 8.2% | ?
> CCCn1c(N)c(N(CCOC)C(=O)COC(=O)COc2c(C)cc(C)cc2C)c(=O)[nH]c1=O
  5.3% | / | 1.8 | 2.2% | 3.5 | / | -0.7% | 0.6% | 13.8%
> O=C(OCCN=C1NS(=O)(=O)c2ccccc21)c1ccccc1F
  -1.0% | -3.3% | 4.4 | 3.5% | 20.4 | 1.7% | -2.7% | 1.5% | 0.0%
> CCN(CCn1cccn1)Cc1c(C(=O)N2CCCCCCC2)nc2ccc(Cl)cn12
  -0.3% | -21.1% | -8.2 | -2.0% | 3.1 | -0.4% | -18.2% | -8.0% | -4.2%
> CC(=O)NCC(=O)OCC(=O)c1ccc(C)cc1
  -1.5% | -7.8% | -8.6 | 4.2% | 13.7 | -4.9% | -2.9% | 4.0% | 3.5%
> CCCc1cc(=O)oc2c(C)c(OC(C)C(=O)NCc3ccccn3)ccc12 (stereo not drawn)
  2.1% | -7.0% | 0.0 | 1.0% | 2.6 | -3.2% | -2.2% | 7.5% | -0.1%
